Bioassay records from PubChem BioAssay.
a7 integrin act – activators of alpha7 integrin expression for muscular dystrophy | alpha7betagal myoblasts, beta-gal FDG fluorescence, 48 h | Potency, µM (doses to about 38.3 µM), for inactives: at the top dose activation, actives largely listed as activators | 350,000 compounds, 0.064% hits | AID 624291;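 note: potency is the fitted concentration of half-maximal effect; 100% = response of the positive control SU9516; nearly all actives have a fitted effect of over 60% in size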
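alpha7betagal+/- myoblasts (passage 13, 250/well) treated 48 h at 37C with compounds at 1:260 dilution of DMSO stock. Lysed, then beta-galactosidase activity read as FDG fluorescence (ex 480/em 540) after 30 min, with pre-read for autofluorescence.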
S-ASM inh – inhibitors of human secretory acid sphingomyelinase; P17405; placental ASM, HMU-PC fluorogenic substrate, 60 min; Potency, µM (titrated, usually from 57.5 µM), for the others: at the highest dose activity change, negative = inhibition, actives largely listed as inhibitors; 340,000 compounds, 0.006% hits; AID 504937; note: potency is the fitted concentration of half-maximal effect
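Steps: dispense placental human ASM, pin compound, wait 10 min at room temperature, add HMU-PC0 substrate at 9 uM final, incubate 60 min at 37 °C, add stop solution raising pH to 10, read fluorescence.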
TRPV1 agonist – activates the human vanilloid receptor TRPV1 | Q8NER1 | TRPV1-expressing cells, Fluo-8 calcium influx, agonist mode | activation, % at 8.33 µM | 320,000 compounds, 0.19% hits; in the data active = activation above about 80%; inconclusive = between about 30% and that limit; note: 0% is about no effect
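Fluo-8 calcium influx in TRPV1-expressing cells, kinetic read (ex 480/em 520 nm). Compound added and read 3 min for agonist activity, followed by capsaicin at EC20 final and 2 min further read for enhancement.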
AT treatment – potential ataxia-telangiectasia treatment; Potency, µM (series often up to 57.5 µM), without a hit: at the highest dose activation, most hits filed as activators; AID 485349; […] A-T fibroblasts, KAP-1 phosphorylation AlphaLISA; neocarzinostatin DNA damage 30 min before lysis; 320,000 compounds, 0.19% hits; note: potency is the fitted concentration of half-maximal effect; % of control where 0% means no effect; nearly all actives have a fitted effect of over 45% in size
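ATM-like activity read as KAP-1 phosphorylation via AlphaLISA donor/acceptor antibody pairs after lysis and 6 hr at 25C. Cells were ATM-null patient fibroblasts ([…], hTERT), dosed 60 min, then exposed to the DSB inducer NCS for 30 min.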
KCNH2 3.1 block – blocks the human KCNH2 3.1 channel isoform | U2OS KCNH2 3.1, thallium flux FluxOr; hits give low values | activity change, % (tested at about 1.8 µM) | 340,000 compounds, 0.95% hits | AID 720553;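 active = maximum activity change below -70%; inconclusive = maximum activity change from -70% to -50%; inactive = maximum activity change above -50%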;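 note: thallium influx rate constant from kinetic fluorescence after stimulation buffer; % is set by controls: 0 for no effect and ±100 for the full control effect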
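Thallium flux via FluxOr fluorescence (Red40 quencher, 45 min loading) in U2OS cells virally expressing the KCNH2 3.1 isoform (1.77 x 10^8 /mL virus, overnight at 37 C). Rate constants from 2-min kinetic reads post-stimulation, normalised to positive and negative controls.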
GALK inh – galactokinase (human) inhibition; Purified GALK, Kinase-Glo residual ATP luminescence; 270,000 compounds, 0.007% hits; Potency, µM (doses to about 57.5 µM), inactives show at the top dose activity change, negative = inhibition, hits mostly inhibitors; note: potency is the fitted concentration of half-maximal effect; % is set by controls: 0 for no effect and ±100 for the full control effect
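Kinase-Glo Plus luminescence measured ATP left after a 1 h room-temperature reaction. The reaction used 5 nM GALK, 100 uM galactose and 35 uM ATP at pH 8.0 (20 mM HEPES, 5 mM MgCl2, 60 mM NaCl, 1 mM DTT, 0.01% BSA).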
hERG WT inh – KCNH2 (human, wildtype) channel inhibition. Q12809. U2OS, BacMam KCNH2, thallium flux FluxOr; hits give low values. 340,000 compounds, 0.37% hits. AID 720551. activity change, % at 1.84 µM;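 active = maximum activity change below -70%; inconclusive = maximum activity change between -70% and -50%; inactive = maximum activity change above -50%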; note: % is set by controls: 0 for no effect and ±100 for the full control effect
Target sequence (Q12809 whole entry, looked up): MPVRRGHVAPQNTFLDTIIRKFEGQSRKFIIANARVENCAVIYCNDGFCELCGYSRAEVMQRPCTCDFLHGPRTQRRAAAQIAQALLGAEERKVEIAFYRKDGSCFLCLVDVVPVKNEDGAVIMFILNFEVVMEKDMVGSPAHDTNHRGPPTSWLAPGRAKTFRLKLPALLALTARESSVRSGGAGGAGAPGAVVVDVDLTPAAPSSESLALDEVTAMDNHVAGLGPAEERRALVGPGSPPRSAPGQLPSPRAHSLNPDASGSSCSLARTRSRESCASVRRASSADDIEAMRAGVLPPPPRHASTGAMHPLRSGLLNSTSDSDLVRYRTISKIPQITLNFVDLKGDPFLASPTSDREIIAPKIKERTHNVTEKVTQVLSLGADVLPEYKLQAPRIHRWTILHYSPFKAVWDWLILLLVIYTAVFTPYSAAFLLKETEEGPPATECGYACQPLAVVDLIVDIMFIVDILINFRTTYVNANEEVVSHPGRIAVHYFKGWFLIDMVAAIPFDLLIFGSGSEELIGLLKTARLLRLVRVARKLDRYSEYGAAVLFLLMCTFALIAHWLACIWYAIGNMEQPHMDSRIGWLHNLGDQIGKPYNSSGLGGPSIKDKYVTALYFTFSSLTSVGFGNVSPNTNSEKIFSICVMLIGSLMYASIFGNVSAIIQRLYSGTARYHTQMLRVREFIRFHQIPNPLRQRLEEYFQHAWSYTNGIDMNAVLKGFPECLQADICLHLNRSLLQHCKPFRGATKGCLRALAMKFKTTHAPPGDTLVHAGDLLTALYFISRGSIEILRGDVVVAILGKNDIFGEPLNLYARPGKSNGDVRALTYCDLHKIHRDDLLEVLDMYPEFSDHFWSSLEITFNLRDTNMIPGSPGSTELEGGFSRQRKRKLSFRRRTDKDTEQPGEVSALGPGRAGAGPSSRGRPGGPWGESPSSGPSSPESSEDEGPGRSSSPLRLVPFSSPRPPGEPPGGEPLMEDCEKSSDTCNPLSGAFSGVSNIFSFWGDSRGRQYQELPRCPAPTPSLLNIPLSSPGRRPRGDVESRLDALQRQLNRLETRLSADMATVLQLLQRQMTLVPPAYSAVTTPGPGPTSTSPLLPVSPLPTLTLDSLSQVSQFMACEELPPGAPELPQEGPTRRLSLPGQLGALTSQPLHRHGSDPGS
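U2OS cells transduced with wild-type KCNH2 virus are loaded with FluxOr dye for 45 min, and thallium flux is measured in kinetic reads before and after stimulation buffer. Rate constants are normalized to DMSO controls.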
MLL CXXC-DNA inh – inhibitors of human MLL CXXC domain-DNA interaction; 290,000 compounds, 0.037% hits; Potency, µM (highest dose often 115 µM), inactives show top-dose activity change, negative = inhibition, most hits filed as inhibitors; MLL-CXXC / FITC-HOXA9 DNA fluorescence polarization; Q03164; active = well fitted inhibition curve with a large enough effect in the polarisation, with a control signal flat, not every such curve was filed as active; inconclusive = small, poorly fitted or top-dose-only effect, or effect the other way, or a change in a side signal; inactive = no such curve, though single readings can be large or run the other way; the % refers to the polarisation; note: potency is the fitted concentration of half-maximal effect
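Fluorescence polarization: 7 uM MLL-CXXC (stock) preincubated 5 min with compounds, then 50 nM fluorescein-HOX-A9 DNA (stock) added; 30 min ambient. Buffer 50 mM Tris-HCl pH 7.5, 50 mM NaCl, 1 mM DTT, 0.05% BSA.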
FBPA coupling cs – counter-screen for Giardia aldolase inhibitors: coupling enzyme system; coupling enzyme system counterscreen, AmpLite Red fluorescence; activity change, negative = inhibition, % at 58.2 µM, hits read low; 290,000 compounds, 0.67% hits; in the data active = activity change below about -30%; note: % is set by controls: 0 for no effect and ±100 for the full control effect
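Compounds tested against the coupling enzymes alone at 57.5 uM final; readout was AmpLite Red fluorescence (525/598 nm) after 20 min at RT.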
MBNL1-CUG inh – MBNL1-poly(CUG) RNA binding inhibition; TR-FRET MBNL1-His/biotin-(CUG)12 binding, 665/545 ratio; Potency, µM (doses to about 57.5 µM), inactives show at the top dose activity change, negative = inhibition, usual class: inhibitors; Q9NR56; 280,000 compounds, 0.036% hits; active = well fitted inhibition curve with a large enough effect in the signal ratio, with a control signal flat, not every such curve was filed as active; inconclusive = small, poorly fitted or top-dose-only effect, or effect the other way, or a change in a side signal; inactive = no such curve, though single readings can be large or run the other way; the % refers to the signal ratio; note: potency is the fitted concentration of half-maximal effect; % is set by controls: 0 for no effect and ±100 for the full control effect
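Compound titration spanned 92 nM–58 uM against the MBNL1-His/biotin-(CUG)12 complex. After 60 min at room temperature with 5 nM streptavidin-XL665 and 0.055 ng/ul terbium anti-His, ratiometric 665/545 nm emission (Ex 340 nm) normalized to controls.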
An asterisk follows results filed as active; ? = inconclusive; / = not tested or not shown; [ ] = dose if it differs, or a comment. Unless noted, calls come from the whole dose curve; as a rule, active = well fitted curve in the direction sought with a large enough effect; inconclusive = small, poorly fitted or top-dose-only effect, or another doubt; inactive = no such curve, though single readings can be large; an effect the other way counts as inactive or inconclusive.

SMILES	a7 integrin act	S-ASM inh	TRPV1 agonist	AT treatment	KCNH2 3.1 block	GALK inh	hERG WT inh	MLL CXXC-DNA inh	FBPA coupling cs	MBNL1-CUG inh
COCCCNC(=O)c1nc2ccccc2c(=O)n1NC(=O)Nc1c(Cl)cccc1Cl	-26%	5%	0	20%	-2	/	-10	3%	3	2%
Cn1cc(S(=O)(=O)N2CCN(c3cccc(C(F)(F)F)c3)CC2)c(=O)n(C)c1=O	-1%	-2%	/	5%	-8	2%	2	-8%	3	-2%
Cn1c(N)c(C(=O)COC(=O)CCCc2nc3ccccc3s2)c(=O)n(C)c1=O	15%	2%	1	13%	29	-7%	9	-11%	3	-8%
CCN1CCN(c2ccc(NC(=O)c3ccc(Br)o3)cc2)CC1	-10%	-1%	5	0%	18	0%	24	0%	2	-9%
O=C1NC(=O)c2cc([N+](=O)[O-])cc3cccc1c23	-27%	55%[activator]	-2	1%	1	0%	28	-5%	1	?
CSCCC(NS(=O)(=O)c1ccc(C)cc1)C(=O)NC1CCCCC1 (configuration not stated)	45%	2%	3	-3%	-19	9%	3	8%	2	-6%
CC1CC(C)CN(S(=O)(=O)c2ccc(C(=O)NCc3ccc4c(c3)OCO4)cc2)C1 (configuration not stated)	5%	-3%	12	-2%	-11	0%	-3	-7%	-2	-11%
c1ccc(CNc2c3ccccc3nc3ccccc23)cc1	-21%	397%[activator]	1	37%	-11	4%	-3	?	1	?
O=c1[nH]c2ccc(NC(=S)Nc3ccccc3Cl)cc2[nH]1	6%	-2%	-6	-3%	-12	0%	3	7%	0	-6%
O=C(CSc1nnnn1C1CCCCC1)N1c2ccccc2Sc2ccccc21	5%	-7%	-3	2%	6	0%	12	9%	0	1%
COc1ccc(CCNC(=O)C(=O)NCC2OCCN2S(=O)(=O)c2ccc3c(c2)OCCO3)cc1 (configuration not stated)	?	-1%	6	-7%	-4	-2%	-1	-18%	/	-25%
COc1ccc(-c2csc(N)n2)cc1	16%	0%	-2	-9%	1	/	1	11%	0	-1%
CSc1cccc(NC(=O)C2CC(=O)N(Cc3ccccc3)C2)c1 (configuration not stated)	-11%	0%	17	27%	7	-4%	-7	?	2	0%
Nc1nnc(Cc2ccc(Cl)cc2Cl)s1	-15%	2%	2	/	-4	5%	6	-3%	0	10%
O=C(CSc1nnc(C2CC2)n1Cc1ccccc1)N1CCNC1=O	6%	-1%	/	26%	17	/	-6	/	/	/

The last 2 compounds of the part above lead into the next:
SMILES	a7 integrin act	S-ASM inh	TRPV1 agonist	AT treatment	KCNH2 3.1 block	GALK inh	hERG WT inh	MLL CXXC-DNA inh	FBPA coupling cs	MBNL1-CUG inh
Nc1nnc(Cc2ccc(Cl)cc2Cl)s1	-15%	2%	2	/	-4	5%	6	-3%	0	10%
O=C(CSc1nnc(C2CC2)n1Cc1ccccc1)N1CCNC1=O	6%	-1%	/	26%	17	/	-6	/	/	/
O=C(Nc1ccccc1)N1CCOCC1	13%	-1%	0	8%	-2	0%	-2	-6%	2	10%
COc1ccc2c(c1)C1NC(=S)N[C@@](C)(O2)C1C(=O)Nc1ccccc1 (some centres not stated)	5%	2%	6	6%	7	0%	5	11%	2	-20%
CCOc1ccc(Nc2nc3cc(S(=O)(=O)N(CC)CC)ccc3o2)cc1	-53%[inhibitor]	-14%	-3	-10%	9	1%	-7	13%	-1	4%
CCC(C)Sc1ccc([C@H]2N[C@@](C)(C(=O)OC)[C@H]3C(=O)N(CC)C(=O)[C@@H]23)cc1 (some centres not stated)	20%	0%	-1	7%	3	/	1	/	/	/
CCOCC(=O)Nc1nc2c(s1)C(=O)CC(C)(C)C2	19%	0%	-3	19%	-20	1%	-7	4%	0	-3%
CCCCc1nc(N2CCOCC2)c(C#N)c2c1CCCC2	-19%	4%	18	?	1	-3%	6	-8%	8	9%
CCOc1ccccc1NC(=O)CSc1nnc(CNC(=O)c2ccccc2F)o1	18%	8%	2	2%	-13	-6%	-6	18%	/	-3%
N#Cc1ccc(OCC(=O)NCCc2ccccn2)cc1	2%	3%	5	/	-8	2%	-1	-4%	0	1%
CCn1c2ccccc2c2cc(N=C3SC(CC(=O)Nc4ccccc4OC)C(=O)N3CCOC)ccc21 (configuration not stated)	28%	-9%	5	5%	-6	-2%	-8	14%	-7	-7%
Cc1ccccc1C(=O)N1CCC(C(=O)Nc2ccc(S(=O)(=O)N3C(C)CCCC3C)cc2)CC1 (configuration not stated)	-40%	-2%	/	/	1	/	1	/	/	/
Cc1cc(C(=O)Nc2cccc3ccccc23)c(C)o1	7.9µM*	3%	6	-3%	6	8%	-17	10%	0	2%
O=C(NC1CCCC1)C1CCC(=O)N1C1CCCCC1 (configuration not stated)	5%	2%	3	1%	20	0%	1	7%	5	-4%
CCCC(NS(=O)(=O)c1ccc(-c2ccc(=O)[nH]n2)s1)c1cccs1 (configuration not stated)	?	-8%	3	2%	1	3%	12	18%	/	?
COc1ccc(-c2c[n+](CC(=O)N3c4ccccc4Sc4ccccc43)c3n2CCC3)cc1	30%	-2%	0	-2%	-4	0%	1	2%	5	/
O=C(OCCN1C(=O)c2ccccc2C1=O)c1ccc(S(=O)(=O)N2CCCCCC2)cc1	-19%	-2%	10	-13%	-34	5%	-2	0%	1	6%
CCc1cccc(CC)c1NC(=S)/C(=C(\[O-])c1ccc(Cl)s1)[n+]1ccccc1	0%	-2%	2	1%	-1	0%	14	-12%	0	10%
O=C(O)c1cn(-c2ccccc2)nc1-c1ccncc1	-21%	8%	6	1%	4	0%	-3	-2%	-2	-9%
Cc1ccc(NS(=O)(=O)N2CCCCC2)cc1	-16%	2%	/	/	-6	/	-4	/	/	/
COc1ccc(Br)cc1CN(C)C(=O)c1ccc2c(c1)NC(=O)C(C)S2 (configuration not stated)	7%	-4%	13	4%	0	0%	-6	-2%	6	-2%
O=C(N/N=C\c1ccc(F)cc1)c1ccc(F)cc1	-7%	3%	82*	0%	-2	-2%	15	5%	-1	-10%
Cc1c(Cl)cccc1N(CC(=O)O)S(C)(=O)=O	22%	9%	-2	0%	18	-2%	-5	-1%	3	-8%
CCOC(=O)N1CCN(C(=O)c2ccc(N(Cc3ccccc3Cl)S(C)(=O)=O)cc2)CC1	0%	0%	-2	9%	-6	4%	-23	-1%	2	-6%
Cc1cc(S(=O)(=O)N2CCOCC2)ccc1OCC(=O)NCCCn1ccnc1	-8%	1%	0	-2%	-4	-1%	-5	-13%	1	1%
COc1ccc(OC)c(NC(=O)c2cccc(NC(=O)c3ccccc3)c2)c1	0%	-4%	?	1%	-7	-5%	13	2%	1	-9%
COc1ccc(S(=O)(=O)NCCc2ccccc2)c2cccnc12	6%	1%	1	-9%	18	6%	-4	2%	-1	12%

Exported with bars between the fields: 8 of the compounds above
SMILES | a7 integrin act | S-ASM inh | TRPV1 agonist | AT treatment | KCNH2 3.1 block | GALK inh | hERG WT inh | MLL CXXC-DNA inh | FBPA coupling cs | MBNL1-CUG inh
Cc1ccc(NS(=O)(=O)N2CCCCC2)cc1 | -16% | 2% | / | / | -6 | / | -4 | / | / | /
COc1ccc(Br)cc1CN(C)C(=O)c1ccc2c(c1)NC(=O)C(C)S2 (configuration not stated) | 7% | -4% | 13 | 4% | 0 | 0% | -6 | -2% | 6 | -2%
O=C(N/N=C\c1ccc(F)cc1)c1ccc(F)cc1 | -7% | 3% | 82* | 0% | -2 | -2% | 15 | 5% | -1 | -10%
Cc1c(Cl)cccc1N(CC(=O)O)S(C)(=O)=O | 22% | 9% | -2 | 0% | 18 | -2% | -5 | -1% | 3 | -8%
CCOC(=O)N1CCN(C(=O)c2ccc(N(Cc3ccccc3Cl)S(C)(=O)=O)cc2)CC1 | 0% | 0% | -2 | 9% | -6 | 4% | -23 | -1% | 2 | -6%
Cc1cc(S(=O)(=O)N2CCOCC2)ccc1OCC(=O)NCCCn1ccnc1 | -8% | 1% | 0 | -2% | -4 | -1% | -5 | -13% | 1 | 1%
COc1ccc(OC)c(NC(=O)c2cccc(NC(=O)c3ccccc3)c2)c1 | 0% | -4% | ? | 1% | -7 | -5% | 13 | 2% | 1 | -9%
COc1ccc(S(=O)(=O)NCCc2ccccc2)c2cccnc12 | 6% | 1% | 1 | -9% | 18 | 6% | -4 | 2% | -1 | 12%
